TcdB GH inh: blocks C. difficile toxin B glycohydrolase activity | AID 652162 | hit rate 0.24% among 350,000 | inhibition, % at 9.99 µM | TcdB glycohydrolase enzymatic assay, plate reader | P18177; in the data active = inhibition above about 10%
PriA SSB inh: K. pneumoniae PriA-SSBct interaction inhibition; hit rate 0.6% among 430,000; inhibition, % at 33 µM; AlphaScreen SSBct-PriA binding, biotinylated peptide; AID 1272365; in the data active = inhibition mostly above about 37%, no sharp cut-off; inactive = mostly below about 20%;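 also: plate controls were negative control peptide for no effect and reference peptide for full effect; strong numbers were not always called active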
PrPC TRFRET: reduces human prion protein on the cell surface; hit rate 0.43% among 370,000; inhibition, % at 13.8 µM; AID 720596; P04156; cell surface PrPC, TR-FRET read-out; in the data active = inhibition above about 24%; also: 0% = median of the test wells and 100% = reference compound wells
PfHsp40 rescue: compounds rescuing yeast from Plasmodium falciparum HSP40 toxicity | hit rate 0.68% among 340,000 | growth rescue, % at 12.5 µM | AID 504582 | S. cerevisiae expressing PfHsp40, growth rescue, ATP luminescence; in the data active = growth rescue above about 28%, passing the limit was not always enough;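 also: yeast W303a lacking pdr1 and pdr3 grown in galactose medium; growth measured after three days at 30 °C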
Anthrax LF inh2: anthrax lethal factor protease inhibition. P15917. multiplex microsphere protease cleavage assay, LF. inhibition, % at 10 µM. hit rate 0.12% among 360,000; also: plate controls were buffer without enzyme for full effect and enzyme alone for no effect
Target sequence (P15917 whole entry, looked up): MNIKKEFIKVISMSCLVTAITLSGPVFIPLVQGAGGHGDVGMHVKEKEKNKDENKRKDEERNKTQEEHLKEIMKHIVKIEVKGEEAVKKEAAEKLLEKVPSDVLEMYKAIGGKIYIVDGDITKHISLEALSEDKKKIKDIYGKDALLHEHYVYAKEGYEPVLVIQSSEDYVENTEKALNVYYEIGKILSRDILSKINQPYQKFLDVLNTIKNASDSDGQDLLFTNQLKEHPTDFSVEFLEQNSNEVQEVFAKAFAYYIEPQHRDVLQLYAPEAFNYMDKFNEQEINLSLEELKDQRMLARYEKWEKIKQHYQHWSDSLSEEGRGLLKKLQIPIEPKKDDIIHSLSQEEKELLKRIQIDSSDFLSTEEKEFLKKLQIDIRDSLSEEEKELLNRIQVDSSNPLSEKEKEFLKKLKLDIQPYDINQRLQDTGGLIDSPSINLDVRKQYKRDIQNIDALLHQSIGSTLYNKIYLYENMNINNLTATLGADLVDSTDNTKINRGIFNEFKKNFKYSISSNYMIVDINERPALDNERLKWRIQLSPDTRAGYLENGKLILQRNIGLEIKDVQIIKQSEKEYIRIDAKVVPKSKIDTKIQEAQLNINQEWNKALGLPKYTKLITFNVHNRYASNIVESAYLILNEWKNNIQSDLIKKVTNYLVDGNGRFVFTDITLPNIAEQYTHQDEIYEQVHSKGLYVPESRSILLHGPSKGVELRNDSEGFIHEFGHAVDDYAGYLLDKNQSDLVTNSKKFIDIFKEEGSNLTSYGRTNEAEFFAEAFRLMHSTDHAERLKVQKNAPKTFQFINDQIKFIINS
Y pestis TopoI: blocks Yersinia pestis topoisomerase I activity | Y. pestis Topo-I cleavage product accumulation, plate reader | activity, % at 10 µM | hit rate 0.064% among 360,000 | AID 504884; in the data active = activity above about 50%, passing the limit was not always enough; also: inactives centre near 2
Vc quorum ag: inducers of Vibrio cholerae quorum light production without autoinducers; activation, % at 18.7 µM; hit rate 0.16% among 350,000; V. cholerae BH1578 lux reporter, luminescence, 6 h; in the data active = activation mostly above about 9.7%, no sharp cut-off; also: not every result past the cut was called active; inactives centre near 0; reference of the scale not given here
SARS 3CLpro inh: SARS-CoV 3CLpro protease inhibition; P0C6X7; recombinant SARS-CoV 3CLpro, quenched FRET peptide cleavage; inhibition, % at 6 µM; hit rate 0.14% among 290,000; AID 1706; in the data active = inhibition above about 12%
BoNT-A LC inh2: BoNT A light chain protease inhibition; multiplex microsphere protease substrate cleavage, flow cytometry; inhibition, % at 10 µM; hit rate 0.17% among 360,000; also: plate controls were buffer without enzyme for full effect and enzyme alone for no effect
Numbers without * were called inactive; i = inactive; nt = no result given; & = joins results of further samples. Rule as the data show it, unless noted: active = inhibition above about 30%; inconclusive = no clear call, values can overlap the other calls; inactive = below that. Some of the compounds tested (hit frequency here may not be typical).

1. CC[C@@H]1C(=O)OC[C@@H]1Cc1cncn1C
2. CC(C)=CCOc1c2ccoc2cc2oc(=O)ccc12
3. N[C@@H](Cc1c[nH]c2ccc(O)cc12)C(=O)O
4. CCOC(=O)[C@H](CCc1ccccc1)N[C@@H](C)C(=O)N1Cc2ccccc2C[C@H]1C(=O)O
5. Cc1ccc(N(CC2=NCCN2)c2cccc(O)c2)cc1
6. Oc1ccc2c(c1)OCC1(O)Cc3cc(O)c(O)cc3C21 (centres undefined)
7. C1COC(NC(C2CC2)C2CC2)=N1
8. C/C=C/C(=O)N(CC)c1ccccc1C

assay / entry,1,2,3,4,5,6,7,8
TcdB GH inh,1.0&0.4,6.3,-0.1,1.0,0.9&2.1&1.6,-17.5,0.5,1.7
PriA SSB inh,nt,-10.7,6.9,-2.8,6.3,4.4,-7.7,-11.7
PrPC TRFRET,6.8&6.1,1.8,-3.8,-2.6,-8.6&-2.3&-14.3,17.6,10.4,-1.2
PfHsp40 rescue,1.6&5.2,0.9,3.8,0.7,0.1&0.5&0.3,0.0,2.7,0.9
Anthrax LF inh2,-5.3&-16.4,-5.5,-15.0,-15.9,-13.5&-10.6&-10.0,-10.0,-4.8,2.4
Y pestis TopoI,3.2&0.4,-1.2,-1.3,11.7,-1.5&0.1&-9.6,-2.7,-2.4,2.1
Vc quorum ag,8.3,-0.5,i,2.8,1.4&0.6,-0.8,4.2,i
SARS 3CLpro inh,-2.8&-0.8&-3.2,1.8,nt,nt,-2.9&-5.5&-2.2,nt,-3.6,-0.2
BoNT-A LC inh2,-0.6&-0.5,0.2,-0.6,-0.5,-0.5&0.0&-1.0,-3.7,0.2,-0.3

9. CN1CCCN=C1COC(=O)C(O)(c1ccccc1)C1CCCCC1 (centres undefined)
10. NC1CCN(c2nc3c(cc2F)c(=O)c(C(=O)O)cn3-c2ccc(F)cc2F)C1 (centres undefined)
11. O=c1oc2c(O)c(O)cc3c(=O)oc4c(O)c(O)cc1c4c23
12. Nc1nc(O)c(N=Nc2ccc(S(N)(=O)=O)cc2)c(=O)[nH]1
13. CCCCNc1ccc(C(=O)OCCN(C)C)cc1
14. Cc1cccc2c1NC(=O)C2(c1ccc(O)cc1)c1ccc(O)cc1
15. CC(=O)Nc1ccc(CC(=O)O)cc1
16. CCCCNc1ccc(C(=O)OCCOCCOCCOCCOCCOCCOCCOCCOCCOC)cc1

assay / entry,9,10,11,12,13,14,15,16
TcdB GH inh,0.2,-9.9,nt,-1.0,1.4,nt,-0.5,0.0
PriA SSB inh,-10.6,-3.0,-3.5,-10.8,-4.5,-4.3,-13.0&-11.2,-3.5
PrPC TRFRET,-3.3,8.4,nt,-21.0,-6.5,0.2,-1.9,-0.3
PfHsp40 rescue,0.3,0.2,151.6*,nt,0.9,1.4,-1.5,5.5
Anthrax LF inh2,4.0,-4.0,-0.4,nt,-8.2,-5.3,5.2,-0.7
Y pestis TopoI,-3.5,4.1,-10.8,nt,-3.9,-4.4,1.7,18.2
Vc quorum ag,29.2*,-0.4,-0.6,nt,i,0.9,0.6,i
SARS 3CLpro inh,-1.9,nt,-4.9,-5.0,5.9,-2.3,-2.3,nt
BoNT-A LC inh2,-0.4,-1.1,-1.3,nt,-0.1,-0.6,-1.0,-0.7

17. CCC(NC(C)C)C(O)c1ccc(O)c2[nH]c(=O)ccc12 (centres undefined)
18. CNCCCN1c2ccccc2CCc2ccccc21
19. CC1(C)O[C@H]2CC(=O)OC[C@@]23C1CC(=O)[C@]1(C)C3CC[C@@]2(C)[C@H](c3ccoc3)OC(=O)[C@H]3O[C@]321 (some centres undefined)
20. C[N+]1(C)CCC(=C(c2ccccc2)c2ccccc2)CC1
21. COc1cc(-c2oc3cc(O)cc(O)c3c(=O)c2O[C@@H]2O[C@H](COC3O[C@@H](C)[C@H](O)[C@@H](O)[C@H]3O)[C@@H](O)[C@H](O)[C@H]2O)ccc1O (some centres undefined)
22. C/C=C(/C)C(=O)OC(C)(C)[C@@H]1Cc2c(ccc3ccc(=O)oc23)O1
23. CCc1ccc(CCOc2ccc(CC3SC(=O)NC3=O)cc2)nc1 (centres undefined)
24. Cc1ccc(=O)n(-c2ccccc2)c1

assay / entry,17,18,19,20,21,22,23,24
TcdB GH inh,nt,-4.0,0.7,1.3,-2.6,0.6,0.7,0.0
PriA SSB inh,-17.8,3.5,2.8,-8.2,-5.0,-1.2,-8.6,-8.7
PrPC TRFRET,nt,-14.4,-2.3,-4.1,0.5,-2.5,0.6,8.9
PfHsp40 rescue,-2.0,0.5&-0.2,0.3,-1.4,-0.8,0.8,0.3,-0.4
Anthrax LF inh2,12.0,-2.4,-5.2,-12.6,-6.4,1.6,-2.5,-4.0
Y pestis TopoI,-0.5,-5.6,-2.5,7.4,9.4,30.9,4.9,-0.2
Vc quorum ag,i,-8.3,0.0,-0.3,i,-0.1,i,-0.3
SARS 3CLpro inh,-5.8,-4.0,nt,nt,nt,2.1,nt,nt
BoNT-A LC inh2,-1.0,-0.1,0.9,-0.2,-0.4,0.1,0.1,1.0

25. CCN(CC)CCOC(=O)c1ccc(N)cc1
26. Oc1ccc(C2CNCCc3c2cc(O)c(O)c3Cl)cc1 (centres undefined)
27. COC(=O)C1=CO[C@@H](O[C@@H]2O[C@H](CO)[C@@H](O)[C@H](O)[C@H]2O)C2C1C[C@H](O)[C@@H]2C (some centres undefined)
28. Cc1cncn1CCc1nc2c3ccccc3nc(SCC(=O)Nc3cccc(Cl)c3)n2n1
29. NOCC(=O)O
30. Oc1cc2c(cc1O)[C@H]1c3ccc(O)c(O)c3OC[C@@]1(O)C2
31. NC(N)=O
32. COc1ccc(C[C@H]2COC(=O)[C@@H]2Cc2ccc(OC3OC(CO)C(O)C(O)C3O)c(OC)c2)cc1OC (some centres undefined)

assay / entry,25,26,27,28,29,30,31,32
TcdB GH inh,2.5,0.8&-1.6,-0.9,nt,1.6,0.6,nt,nt
PriA SSB inh,-9.4,1.9,8.3,13.5,-6.4,-1.4,-1.6,-3.9
PrPC TRFRET,-3.8,-0.7&-9.1,-2.1,-3.0,-0.7,12.9,nt,nt
PfHsp40 rescue,2.7,1.6&0.8,-1.7,0.3,1.6,1.3,nt,1.4
Anthrax LF inh2,-8.1,-0.9&-2.2,-3.5,0.0,-11.5,0.8,5.3,-1.3
Y pestis TopoI,-1.8,-3.0&-6.9,4.0,13.1,-1.9,1.0,5.2,-2.2
Vc quorum ag,i,-0.3,i,-0.3,-0.7,-0.8,-0.3,i
SARS 3CLpro inh,0.0,nt,nt,-6.8,nt,nt,nt,-2.3
BoNT-A LC inh2,-0.4,0.9&-0.6,-0.7,-1.6,-0.6,-3.1,-0.3,-0.2

33. CC1Cc2ccccc2N1NC(=O)c1ccc(Cl)c(S(N)(=O)=O)c1 (centres undefined)
34. Cc1c(C(=O)O)c(O)cc2c1C(=O)c1c(O)c([C@@H]3O[C@H](CO)[C@@H](O)[C@H](O)[C@H]3O)c(O)c(O)c1C2=O
35. O=C(O)c1cccnc1Nc1cccc(C(F)(F)F)c1
36. N#Cc1ccc(C(c2ccc(C#N)cc2)n2cncn2)cc1
37. COc1ccccc1N1CCN(CCCN=C2CC(=O)N(C)C(=O)N2C)CC1
38. CC1(C)C2CC[C@]3(C)[C@H](C(=O)C=C4[C@@H]5C[C@@](C)(C(=O)O)CC[C@]5(C)CC[C@]43C)[C@@]2(C)CC[C@@H]1O[C@H]1O[C@H](C(=O)O)[C@@H](O)[C@H](O)[C@H]1O[C@@H]1O[C@H](C(=O)O)[C@@H](O)[C@H](O)[C@H]1O (some centres undefined)
39. COc1ccc(C2CNC(=O)C2)cc1OC1CCCC1 (centres undefined)
40. C=CC[n+]1ccc(/C=C2\C=Cc3cc(C)ccc3N2CC)c2ccccc21

assay / entry,33,34,35,36,37,38,39,40
TcdB GH inh,-1.2,-2.7,1.7,0.2,0.8,-0.6,-0.2,nt
PriA SSB inh,-3.2,13.5,-10.7,nt,-4.6,nt,5.8,nt
PrPC TRFRET,-9.8,-53.5,-1.2,0.7,-4.1,1.6,-3.1,nt
PfHsp40 rescue,0.8,-0.6,-0.7,nt,-2.6,nt,-1.6,2.3
Anthrax LF inh2,-10.2,-5.6,-2.6,4.6,-0.2,-135.3,-6.3,5.9
Y pestis TopoI,-1.8,-0.5,-9.8,2.3,-0.9,3.7,0.6,-20.8
Vc quorum ag,0.7,-0.2,i,-0.3,-0.6,-0.4,4.3,i
SARS 3CLpro inh,0.4,nt,-0.3,1.6,nt,nt,-1.9&-2.9&-1.7,-3.9
BoNT-A LC inh2,-2.8,0.0,0.2,0.5,-0.6,-4.5,-0.4,23.7

An excerpt from above in order of number of heavy atoms, descending:
34. Cc1c(C(=O)O)c(O)cc2c1C(=O)c1c(O)c([C@@H]3O[C@H](CO)[C@@H](O)[C@H](O)[C@H]3O)c(O)c(O)c1C2=O
37. COc1ccccc1N1CCN(CCCN=C2CC(=O)N(C)C(=O)N2C)CC1
33. CC1Cc2ccccc2N1NC(=O)c1ccc(Cl)c(S(N)(=O)=O)c1 (centres undefined)
36. N#Cc1ccc(C(c2ccc(C#N)cc2)n2cncn2)cc1

assay / entry,34,37,33,36
TcdB GH inh,-2.7,0.8,-1.2,0.2
PriA SSB inh,13.5,-4.6,-3.2,nt
PrPC TRFRET,-53.5,-4.1,-9.8,0.7
PfHsp40 rescue,-0.6,-2.6,0.8,nt
Anthrax LF inh2,-5.6,-0.2,-10.2,4.6
Y pestis TopoI,-0.5,-0.9,-1.8,2.3
Vc quorum ag,-0.2,-0.6,0.7,-0.3
SARS 3CLpro inh,nt,nt,0.4,1.6
BoNT-A LC inh2,0.0,-0.6,-2.8,0.5

One compound at a time, as listed above.
CC1(C)C2CC[C@]3(C)[C@H](C(=O)C=C4[C@@H]5C[C@@](C)(C(=O)O)CC[C@]5(C)CC[C@]43C)[C@@]2(C)CC[C@@H]1O[C@H]1O[C@H](C(=O)O)[C@@H](O)[C@H](O)[C@H]1O[C@@H]1O[C@H](C(=O)O)[C@@H](O)[C@H](O)[C@H]1O (some centres undefined) in the list: TcdB GH inh = -0.6; PriA SSB inh = nt; PrPC TRFRET = 1.6; PfHsp40 rescue = nt; Anthrax LF inh2 = -135.3; Y pestis TopoI = 3.7; Vc quorum ag = -0.4; SARS 3CLpro inh = nt; BoNT-A LC inh2 = -4.5
O=C(O)c1cccnc1Nc1cccc(C(F)(F)F)c1 in the list: TcdB GH inh = 1.7; PriA SSB inh = -10.7; PrPC TRFRET = -1.2; PfHsp40 rescue = -0.7; Anthrax LF inh2 = -2.6; Y pestis TopoI = -9.8; Vc quorum ag = i; SARS 3CLpro inh = -0.3; BoNT-A LC inh2 = 0.2

Screen by screen, as entered above.
PfHsp40 rescue for entries 33–40, in order: 0.8, -0.6, -0.7, nt, -2.6, nt, -1.6, 2.3
SARS 3CLpro inh for entries 33–40, in order: 0.4, nt, -0.3, 1.6, nt, nt, -1.9&-2.9&-1.7, -3.9

Next section
41. CCCCCC(=O)O[C@]1(C(C)=O)CC[C@H]2[C@@H]3CCC4=CC(=O)CC[C@]4(C)[C@H]3CC[C@@]21C
42. CC(=O)CCCCn1c(=O)c2c(ncn2C)n(C)c1=O
43. CC12CCC(=O)C=C1CCC1C2CCC2(C)C1CCC2(O)C(=O)CO (centres undefined)
44. COc1cc([C@@H]2Oc3cc(C4Oc5cc(O)cc(O)c5C(=O)[C@H]4O)ccc3O[C@H]2CO)ccc1O (some centres undefined)

assay / entry,41,42,43,44
TcdB GH inh,1.4,0.9,0.9,nt
PriA SSB inh,-3.9,-1.6,-12.1,17.7
PrPC TRFRET,0.0,-5.0,8.5,nt
PfHsp40 rescue,1.6,1.5,0.3,2.3
Anthrax LF inh2,-9.1,-10.8,-10.6,-10.6
Y pestis TopoI,14.3,8.9,9.5,-2.9
Vc quorum ag,i,8.5,i,i
SARS 3CLpro inh,0.0,-5.2&-0.8,nt,nt
BoNT-A LC inh2,-1.3,0.7,-0.8,-1.3

Assay outcomes deposited in PubChem BioAssay by several laboratories.
